# CYP2C19 inhib – blocks human cytochrome P450 2C19; 21% of 96,000 active; CYP2C19 Supersomes, luciferin-H EGE luminescence, 30 min; inhibition, % at 5 µM; P33261; AID 778;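 active means CYP2C19 inhibition above a set limit at 5 µM in the primary screen, cut at about 50% in these data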;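 further: plate controls were negative control wells for no effect and 2.5 mM tranylcypromine positive control for full effect; values of inactives mirror those of a sister screen read the other way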
# CD11b adhes inh – CD11b/CD18-fibrinogen binding inhibition; K562 CD11b/CD18 adhesion to fibrinogen, ATPlite luminescence; Mn2+ added to activate the integrin; P05107+P11215; 0.54% of 93,000 active; inhibition, % at 10 µM; AID 1497;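 active means primary inhibition of 50% or more at 10 µM, then 40% or more on retest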; further: some results filed as inactive read as strong as hits
# CYP2C19 activ – increases human CYP2C19 enzyme activity | P33261 | recombinant CYP2C19, luciferin-H EGE luminescence; active compounds read high; 0 = fully inhibited enzyme, 1 = untreated enzyme | activation factor at 5 µM | 96,000 tested, under 10 active | AID 1025;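 active means activation factor of at least 2 at 5 µM in the primary screen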;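 further: 0 = wells with 2.5 mM tranylcypromine and 1 = vehicle-only wells; values of inactives mirror those of a sister screen read the other way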
# Pyk2 oligo antag – antagonists of human Pyk2 oligomerization; z-score (the deposit names both 25 µM and 10 µM); 0.83% of 99,000 active; Q293 cells, Pyk2 FERM NanoBiT luminescence; active compounds read low;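 active means Z-score of -3 or lower, scaled per plate to the spread of control and sample wells; inactive means z-score above -3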;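 further: negative z-score means lost luminescence so less FERM oligomerization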
# Target sequence (Q14289 whole entry, looked up): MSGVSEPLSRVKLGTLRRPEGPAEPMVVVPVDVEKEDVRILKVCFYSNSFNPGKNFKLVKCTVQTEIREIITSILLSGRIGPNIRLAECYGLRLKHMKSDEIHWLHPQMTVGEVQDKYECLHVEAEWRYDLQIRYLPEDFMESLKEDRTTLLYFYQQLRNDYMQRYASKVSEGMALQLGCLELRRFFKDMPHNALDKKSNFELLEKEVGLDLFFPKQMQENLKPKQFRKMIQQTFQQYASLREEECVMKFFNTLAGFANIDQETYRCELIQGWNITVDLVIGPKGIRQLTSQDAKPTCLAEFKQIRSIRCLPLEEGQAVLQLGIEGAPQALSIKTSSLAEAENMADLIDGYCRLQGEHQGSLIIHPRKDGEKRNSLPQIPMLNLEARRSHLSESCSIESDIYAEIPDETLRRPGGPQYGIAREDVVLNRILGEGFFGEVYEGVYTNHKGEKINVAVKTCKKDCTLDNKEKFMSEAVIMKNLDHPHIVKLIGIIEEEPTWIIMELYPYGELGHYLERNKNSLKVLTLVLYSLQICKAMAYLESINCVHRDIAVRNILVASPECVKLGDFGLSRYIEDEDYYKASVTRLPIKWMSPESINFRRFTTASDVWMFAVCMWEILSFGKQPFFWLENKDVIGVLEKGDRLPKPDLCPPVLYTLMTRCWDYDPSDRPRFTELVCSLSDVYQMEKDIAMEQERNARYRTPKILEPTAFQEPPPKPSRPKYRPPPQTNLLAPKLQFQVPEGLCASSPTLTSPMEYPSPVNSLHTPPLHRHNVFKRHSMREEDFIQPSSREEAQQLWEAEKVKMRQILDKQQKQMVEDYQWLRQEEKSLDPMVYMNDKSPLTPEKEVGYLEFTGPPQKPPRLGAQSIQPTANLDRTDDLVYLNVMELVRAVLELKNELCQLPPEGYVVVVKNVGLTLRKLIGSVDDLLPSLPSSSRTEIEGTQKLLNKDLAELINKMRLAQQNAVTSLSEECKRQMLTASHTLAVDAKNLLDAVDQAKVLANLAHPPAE
# CYP2C9 inhib – blocks human cytochrome P450 2C9; 20% of 96,000 active; CYP2C9 Supersomes, luciferin-H conversion, luminescence; P11712; AID 777; inhibition, % at 5 µM;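 active means blocking of liver enzyme CYP2C9 beyond about 50% at 5 µM, limit read from the data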; further: values of inactives mirror those of a sister screen read the other way
# CD11b adhes enh – increases human CD11b/CD18 adhesion to fibrinogen; P05107+P11215; K562 CD11b/CD18 adhesion to fibrinogen, ATPlite luminescence; activation, % at 10 µM; 0.07% of 93,000 active; AID 1499;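 active means 10 µM primary screen giving 50% or more activity, confirmed by 40% or more on retest at that dose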; further: strong numbers were not always called active; reference of the scale not given here
# PLAP activator – activates human placental alkaline phosphatase; 1.2% of 96,000 active; P05187; AID 696; purified PLAP enzyme, luminescent substrate read-out; active compounds read high; activation fold at 20 µM; in the data active means activation fold above about 2
# CYP2C9 activ – increases human cytochrome P450 2C9 activity; P11712; recombinant CYP2C9, luciferin-H conversion, luminescence; active compounds read high; factor 1 = untreated enzyme, 0 = blocked; activation factor at 5 µM; 1.4% of 96,000 active;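 active means activation factor of 2 or more for CYP2C9 at a 5 µM dose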;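 further: 0 = sulfaphenazole-blocked wells and 1 = vehicle-only wells; values of inactives mirror those of a sister screen read the other way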
# MT1-MMP txn act – activates MT1-MMP transcription | HT1080 MT1-MMP promoter luciferase reporter, luminescence, overnight; active compounds read high | 0.16% of 86,000 active | activation factor at 10 µM;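 active means activation factor of at least 2 for MT1-MMP transcription at 10 µM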
# * = called active by the depositor; . = no result given.
SMILES,CYP2C19 inhib,CD11b adhes inh,CYP2C19 activ,Pyk2 oligo antag,CYP2C9 inhib,CD11b adhes enh,PLAP activator,CYP2C9 activ,MT1-MMP txn act
CN(C(=O)c1ccncc1)c1nnc(-c2ccccn2)s1,81.2*,-2.5,0.2,0.12,98.6*,-4.1,1.1,0,1.5
O=C(Nc1ccccc1)N1CCCC(c2nc(-c3cccs3)no2)C1 (centres undefined),86.9*,5.0,0.1,-0.33,47.6,-3.6,0.9,0.5,1.4
O=C(c1ccc(-c2ccccc2)cc1)N1CCN(C(=O)c2ccco2)CC1,16.4,-25.9,0.8,-0.44,17.0,3.8,1.3,0.8,1.1
Cc1ccc(-n2nc(-c3cccnc3)cc2C(=O)N2CCOCC2)c(C)c1,3.7,-12.5,1,-1.22,49.7,-1.4,1.3,0.5,1.1
O=C(N/C(=C/c1ccc2c(c1)OCO2)C(=O)N1CCOCC1)c1cccs1,23.7,.,0.8,-0.09,32.7,.,1.2,0.7,.
COc1ccc(OC)c(S(=O)(=O)N2CCC(C(=O)NCCc3ccc(OC)c(OC)c3)CC2)c1,61.0*,-30.8,0.4,0.09,15.3,0.2,1.4,0.8,1.1
CCc1nnc(NC(=O)c2nc3nccc(C)n3n2)s1,0.6,-14.8,1,-0.17,1.9,-3.4,1.1,1,1.1
O=C(c1cccc(C(F)(F)F)c1)N1CCC(O)(CS(=O)(=O)Cc2ccccc2)CC1,21.9,.,0.8,0.74,-13.1,.,1,1.1,.
O=C(O)c1ccc(-n2nnnc2Oc2cccc3cccnc23)cc1,-12.5,-1.5,1.1,1.35,-2.3,-3.1,0.9,1,1.1
Cc1cc(C(=O)NCc2ccc3c(c2)OCO3)n(-c2ccccc2)n1,43.7,-18.1,0.6,.,21.3,-3.9,0.8,0.8,1.3
CCN(CC)c1ccc(NC(=O)COC(=O)c2cccs2)cc1,12.7,16.7,0.9,0.86,-0.8,-2.5,1.3,1,.
CC1(C)OC(=O)CC1C(=O)NCc1ccccc1 (centres undefined),-17.1,-9.3,1.2,7.11,-17.5,1.0,1.1,1.2,0.6
Cc1ccc(CN2CN(S(=O)(=O)c3cccs3)c3nc4ccccc4nc32)cc1,-5.7,36.1,1.1,-1.17,55.8*,-5.4,1.1,0.4,.
O=C1CCCN1CN(C(=O)c1ccccc1)c1ccc(F)cc1,-12.8,19.0,1.1,0.11,-6.3,2.1,1.1,1.1,1.1
Cc1c(-c2ccccc2)sc(N)c1C(=O)N1CCOCC1,88.4*,3.2,0.1,-1.56,86.5*,-8.8,1.5,0.1,1
CCOC(=O)c1c(NC(=O)c2ccc(Br)o2)sc2c1CCCC2,-7.9,13.6,1.1,1.43,10.2,-2.1,1.2,0.9,1.2
CCOC(=O)C1CCN(C(c2cc3c(C)ccc(C)c3[nH]c2=O)c2nnnn2C2CCCCC2)CC1 (centres undefined),16.8,0.2,0.8,-0.17,29.0,-5.8,1.4,0.7,.
Nc1nc(SCc2ccccc2)ns1,6.1,-0.4,0.9,0.62,-13.1,-3.6,0.8,1.1,1.4
CN1C(=O)CC(C(=O)O)SC1=Nc1cc(Cl)c(O)c(Cl)c1 (centres undefined),-21.1,-3.6,1.2,0.44,25.5,-5.1,0.9,0.7,1.2
O=C(C1CCN(c2nnnn2-c2ccccc2)CC1)N1CCN(c2ccccc2)CC1,17.1,-18.9,0.8,0.59,23.9,0.8,0.9,0.8,1
CCCc1nc2ccccc2[nH]1,2.3,-2.7,1,2.2,-24.7,0.2,1.1,1.2,1.1
COc1ccc2oc(C)c(C(=O)NN)c2c1,-9.7,-14.3,1.1,0.43,8.6,1.7,1,0.9,1.2
COc1ccc(N2CCN(C(c3ccccc3OC)c3nnnn3C3CCCC3)CC2)cc1 (centres undefined),76.5*,-9.2,0.2,-2.88,76.9*,-1.3,1.5,0.2,1.2
CCOc1ccc(Nc2cc(=O)oc3ccccc23)cc1,11.3,.,0.9,-0.13,-88.8,.,1,1.9,1.1
COc1ccc(OC)c(NS(=O)(=O)c2cc(OC)ccc2OC)c1,95.5*,-13.0,0,-0.15,59.2*,0.7,1.2,0.4,1.1
Cc1cc(C)cc(OCC(=O)NC2=NCCS2)c1,28.1,-8.4,0.7,0.41,-129.9,5.1,0.9,2.3*,1.3
O=C1NC(c2cccs2)C(C(=O)c2ccccc2)C(O)(C(F)(F)F)N1 (centres undefined),-4.5,-6.4,1,-1,-5.5,84.7,1.1,1.1,1.2
O=c1c2c3c(sc2nc2sc(CN4CCOCC4)cn12)CCCC3,2.8,-8.8,1,0.85,20.5,-3.8,1.2,0.8,1.1
COc1ccccc1N(CC(=O)NCc1cccnc1)S(C)(=O)=O,28.0,-1.8,0.7,-0.06,-9.1,-3.5,1,1.1,1.1
COCCN1C(=O)c2ccccc2C(C(=O)NCC2CCCO2)C1c1c[nH]c2ccccc12 (centres undefined),-9.1,-4.9,1.1,-0.07,2.4,-2.0,1.5,1,1.3
CN(CC(=O)N1CCN(C2CCCCC2)CC1)S(=O)(=O)c1cccc2nsnc12,-9.5,-28.5,1.1,0.67,12.2,-4.1,1.7,0.9,1.2
Cc1ccc(S(=O)(=O)N2C(=O)CCC2C(=O)NCc2ccco2)cc1 (centres undefined),-2.5,0.8,1,0.49,-91.0,-4.0,0.9,1.9,1.3
COc1cccc(-c2nnc(SCc3nc4ccccc4s3)n2C)c1,81.3*,-6.9,0.2,0,28.7,2.0,1.1,0.7,.
Cc1cccc(-c2nnc3n2N=C(c2ccccc2)CS3)c1,28.7,-6.7,0.7,-1.71,49.7,-0.4,0.7,0.5,1
COc1ccccc1NC(=O)CSc1nnc(-c2ccoc2C)n1CC1CCCO1 (centres undefined),14.2,.,0.9,-0.17,11.3,.,1,0.9,1.2
CC(C)CC(=O)Nc1ccc(F)c(Cl)c1,27.6,-1.9,0.7,1.85,30.0,0.6,0.8,0.7,1.1

# Arranged by number of heavy atoms (low to high): some entries from above
SMILES,CYP2C19 inhib,CD11b adhes inh,CYP2C19 activ,Pyk2 oligo antag,CYP2C9 inhib,CD11b adhes enh,PLAP activator,CYP2C9 activ,MT1-MMP txn act
CC(C)CC(=O)Nc1ccc(F)c(Cl)c1,27.6,-1.9,0.7,1.85,30.0,0.6,0.8,0.7,1.1
Cc1cccc(-c2nnc3n2N=C(c2ccccc2)CS3)c1,28.7,-6.7,0.7,-1.71,49.7,-0.4,0.7,0.5,1
O=c1c2c3c(sc2nc2sc(CN4CCOCC4)cn12)CCCC3,2.8,-8.8,1,0.85,20.5,-3.8,1.2,0.8,1.1
Cc1ccc(S(=O)(=O)N2C(=O)CCC2C(=O)NCc2ccco2)cc1 (centres undefined),-2.5,0.8,1,0.49,-91.0,-4.0,0.9,1.9,1.3

# Additional entries follow:
SMILES,CYP2C19 inhib,CD11b adhes inh,CYP2C19 activ,Pyk2 oligo antag,CYP2C9 inhib,CD11b adhes enh,PLAP activator,CYP2C9 activ,MT1-MMP txn act
O=[n+]1cc(-c2ccc(F)cc2)n([O-])c2c1CCC2,-8.0,-0.9,1.1,0.54,4.3,0.2,0.8,1,1
COc1cc(S(=O)(=O)N2CCCCCC2)ccc1Cl,98.1*,3.6,0,-2.3,-138.9,-1.5,0.8,2.4*,1.2
Cc1ccccc1N(CC(=O)N1CCN(c2ccccc2)CC1)S(C)(=O)=O,-6.9,0.3,1.1,-0.55,10.4,2.0,1.3,0.9,1.1
CC(=O)OC1CC(C)N(C(=O)c2ccccc2)c2ccc(C)cc21 (centres undefined),85.1*,-8.7,0.1,-1.08,10.6,-2.3,0.9,0.9,1.2
O=C(CSc1nnc(COc2ccc(Cl)cc2)n1Cc1ccco1)c1ccccc1F,3.5,-11.4,1,0.07,17.0,1.8,0.9,0.8,1
Cc1csc(NC(=O)Cc2c[nH]c3ccccc23)n1,35.2,-11.4,0.6,-1.27,28.1,-4.4,0.9,0.7,1.6
CC(C)c1nnc(NC(=O)c2ccc(N3C(=O)CCC3=O)cc2)s1,7.5,-7.6,0.9,.,4.3,-1.6,0.9,1,1.3
CC(C)CCOC(=O)C1C2C=CC3(CN(Cc4cccs4)C(=O)C13)O2 (centres undefined),-9.3,1.9,1.1,.,41.7,-2.2,1.1,0.6,1.1
Nc1nnc(CCS(=O)(=O)c2cc(Cl)ccc2Cl)s1,-1.9,-37.4,1,1.35,0.9,-2.6,0.9,1,1.1
CN(C)S(=O)(=O)c1ccc(/C(O)=C2/C(=O)C(=O)N(Cc3cccnc3)C2c2ccco2)cc1 (centres undefined),-0.6,-17.0,1,-0.89,25.7,-2.9,1,0.7,1.2
Cc1ccc(OCCN2C(=O)CSC2=O)cc1,34.9,-13.0,0.7,0.25,9.7,0.3,1.1,0.9,1.1
[O-][N+]1=C(c2cccs2)CN(O)C1,-9.0,8.8,1.1,0.46,-6.4,-1.1,0.9,1.1,1.1
O=C(O)c1cnn2c1NC(c1cccs1)CC2C(F)(F)F (centres undefined),7.7,13.0,0.9,0.37,14.9,-0.5,1.1,0.9,1.1
COc1cccc(-c2nnc(NC(=O)c3ccc(S(=O)(=O)N4CCOCC4)cc3)o2)c1,-2.1,1.1,1,-1.53,7.2,1.8,1.3,0.9,1
COc1ccccc1Cn1nnc2c(=O)[nH]c(C3CCN(C(=O)c4ccccc4Cl)CC3)nc21,75.3*,10.5,0.2,-2.2,94.4*,-3.3,1.5,0.1,1.1
CCN(CCCNC(=O)CCNC(=O)Cn1ccc2ccccc2c1=O)c1ccccc1,67.5*,.,0.3,0.04,77.0*,.,1.6,0.2,1.1
Cc1ccc(S(=O)(=O)N2CCN(Cc3nc4ccccc4[nH]3)CC2)cc1C,22.3,-1.2,0.8,0.13,-92.1,-2.4,1.4,1.9,1.1
COc1ccc(S(=O)(=O)N[C@@H](Cc2ccccc2)C(=O)N2CC[C@@]3(O)CCCC[C@H]3C2)cc1,33.6,-1.6,0.7,1.17,49.3,1.0,1.5,0.5,1.2
Cn1c(SCC(=O)Nc2nccs2)nnc1C12CC3CC(CC(C3)C1)C2,16.4,-7.8,0.8,1.03,0.9,-0.5,1.1,1,1.2
Cc1cccc(-c2cc(C(=O)NCCCn3ccnc3)c3ccccc3n2)c1,87.1*,-8.0,0.1,.,99.6*,0.1,1.4,0,.
CCOC(=O)CC1=C(C(=O)OCC)C(c2ccc(C)o2)C(C#N)=C(N)O1 (centres undefined),94.3*,-7.7,0.1,-0.17,30.7,2.0,1,0.7,1.1
COc1cc(/C=C2/N=C(c3ccccc3F)OC2=O)cc(Cl)c1OS(C)(=O)=O,14.9,.,0.9,0.5,26.5,.,1.2,0.7,.
CCOC(=O)COc1cccc2c(=O)n(CC(=O)N3CCc4ccccc43)ccc12,-5.6,-41.4,1.1,.,-8.6,3.2,1,1.1,1.1
O=C(CN(Cc1ccccc1)C(=O)CCC(=O)Nc1ccccn1)NCc1ccco1,58.9*,-12.3,0.4,0.74,28.5,3.2,1.1,0.7,1
OCCN(Cc1ccccc1)Cc1ccc(C(F)(F)F)cc1,95.4*,-8.8,0,-1.77,50.3*,-0.1,0.9,0.5,1.3
CCC(=O)n1nc(-c2ccccc2)nc1NCc1ccccc1,16.1,-20.9,0.8,0.28,15.6,-2.6,0.9,0.8,1.4
Nc1nc(-c2ccco2)c(-c2ccco2)s1,78.5*,-5.3,0.2,0.06,77.3*,1.3,1,0.2,1.1
CC(C)(C)P(=O)(CO)c1ccccc1 (centres undefined),-1.6,9.5,1,0.29,-0.4,-1.7,1.1,1,1.1
O=C(c1ccc2ncsc2c1)N1CCN(c2ccc(O)cc2)CC1,6.3,-8.8,0.9,0,15.8,0.8,0.9,0.8,1.3
CC(C)C(=O)N(c1ccc2oc(=O)sc2c1)S(=O)(=O)c1cccs1,96.9*,-18.8,0,-0.44,60.7*,-1.8,0.9,0.4,1

# Screens from PubChem BioAssay.
